Screening results as filed in PubChem.
PNC inhibitor = inhibitors of perinucleolar compartment assembly; activity change (PNC), negative = inhibition, % at 10 µM; PC3M PTB-GFP, PNC prevalence imaging, 16 h; stronger effect = lower value; hit rate 3.1% among 140,000; AID 2417;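 active = readout at or below -70, meaning at least 70% loss of cells showing the perinucleolar compartment, a nuclear body marking cancer cells; inconclusive = readout between -30 and a set limit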;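 also: plate controls were DMSO wells for no effect and camptothecin positive control wells for full effect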
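Read-out is percentage of cells bearing a perinucleolar compartment, from automated 20x imaging of fixed, Hoechst-stained PC3M PTB-GFP cells. Cells were seeded 4 h, then exposed 16 h to compound (23 nl of library stock) in duplicate plates.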
IMPase inh = IMPase inhibition in cells | P97697 | 120,000 tested, under 10 active | inhibition (IP1 accumulation), % at 46.1 µM | CHO-M1 cells, IP1 accumulation, HTRF TR-FRET ratio | AID 901; active = well fitted curve in the direction sought with a large enough effect in the signal ratio, not every such curve was filed as active; inconclusive = small, poorly fitted or top-dose-only effect, or a change in a side signal; inactive = no such curve, though single readings can be large or run the other way; the % refers to the signal ratio;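 also: cells stimulated with carbachol in lithium chloride buffer; plate controls were DMSO basal wells for no effect and reference inhibitor wells for full effect; higher means more IMPase inhibition seen as more IP1 and lower FRET ratio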
Target sequence (P97697 whole entry, looked up): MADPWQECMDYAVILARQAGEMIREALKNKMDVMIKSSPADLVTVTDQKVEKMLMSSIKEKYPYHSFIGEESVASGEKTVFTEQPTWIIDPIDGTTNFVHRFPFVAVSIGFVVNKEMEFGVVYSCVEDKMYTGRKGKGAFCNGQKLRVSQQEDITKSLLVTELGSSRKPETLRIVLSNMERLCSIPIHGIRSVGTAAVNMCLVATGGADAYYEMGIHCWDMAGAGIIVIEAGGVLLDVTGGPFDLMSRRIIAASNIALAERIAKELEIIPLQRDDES
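Seeded CHO-M1 cells were dosed with compound at up to 46 uM, stimulated with carbachol for 30 min, then lysed in IP-One detection reagents. Higher IP1 lowers the TR-FRET signal.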
ALOX12 inhib = 12-hLO (ALOX12) enzyme inhibition. Potency, µM (series often up to 57.1 µM), for the others: at the highest dose activity change, negative = inhibition, most hits filed as inhibitors. hit rate 0.12% among 150,000. purified 12-hLO, xylenol orange hydroperoxide absorbance. P18054; also: potency is read from the fitted curve at half-maximal effect; nearly all actives have a fitted effect of over 55% in size; many of its hits are not listed in these tables
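150 nM 12hLO, 25 mM Hepes pH 7.0 + 0.01% Triton X-100; cpd preinc 15 min RT; 40 uM arachidonic acid, 30 min RT; Fe-XO 30 min; A573/A405 ratio as read-out.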
ALOX15B inhib = inhibitors of human 15-lipoxygenase 2 (ALOX15B) | O15296 | purified 15hLO-2, xylenol orange hydroperoxide absorbance | Potency, µM (series often up to 57.1 µM), inactives show at the top dose activity change, negative = inhibition, actives largely listed as inhibitors | hit rate 0.56% among 110,000 | AID 881; also: potency is read from the fitted curve at half-maximal effect; nearly all actives have a fitted effect of over 60% in size; many of its hits are not listed in these tables
Target sequence (O15296 whole entry, looked up): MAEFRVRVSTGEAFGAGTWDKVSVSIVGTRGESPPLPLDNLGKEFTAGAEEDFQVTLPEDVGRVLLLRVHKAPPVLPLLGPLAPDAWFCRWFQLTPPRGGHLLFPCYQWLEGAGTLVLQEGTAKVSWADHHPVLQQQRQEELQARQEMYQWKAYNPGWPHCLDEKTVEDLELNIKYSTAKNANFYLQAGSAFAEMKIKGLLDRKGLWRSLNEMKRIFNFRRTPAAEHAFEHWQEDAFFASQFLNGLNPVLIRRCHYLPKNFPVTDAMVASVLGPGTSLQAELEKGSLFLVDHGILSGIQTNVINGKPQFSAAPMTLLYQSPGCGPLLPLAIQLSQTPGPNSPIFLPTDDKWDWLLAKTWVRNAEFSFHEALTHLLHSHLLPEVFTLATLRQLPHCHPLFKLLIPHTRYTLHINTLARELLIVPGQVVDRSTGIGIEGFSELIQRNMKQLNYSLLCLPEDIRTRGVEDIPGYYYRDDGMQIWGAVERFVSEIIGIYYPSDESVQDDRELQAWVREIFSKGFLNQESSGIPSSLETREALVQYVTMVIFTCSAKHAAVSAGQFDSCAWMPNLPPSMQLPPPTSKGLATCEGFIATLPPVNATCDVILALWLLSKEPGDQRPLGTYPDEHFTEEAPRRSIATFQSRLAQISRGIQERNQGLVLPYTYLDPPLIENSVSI
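Enzyme 50 nM, AA 45 uM, 25 mM Hepes pH 7.5 + 0.01% Triton X-100; cpd preinc 15 min RT, rxn 90 min RT; stop/detect with 200 uM XO + 300 uM Fe(II) in 50 mM H2SO4, 30 min; A573/A405.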
* = called active by the depositor; ? = inconclusive; nt = not tested or not shown; [ ] = dose if it differs, or a comment. Unless noted, calls follow the shape of the dose curve; as a rule, active = well fitted curve in the direction sought with a large enough effect; inconclusive = small, poorly fitted or top-dose-only effect, or another doubt; inactive = no such curve, though single readings can be large; an effect the other way counts as inactive or inconclusive. Unless noted, % is scaled to controls: 0 for no effect and ±100 for the full control effect. The list is partial; rates above refer to the full screens.

Every second line gives: IMPase inh, PNC inhibitor, ALOX12 inhib, ALOX15B inhib
COc1ccc(Oc2nc3ccccc3n3cccc23)cc1
→ 3, -11, -2%, 6%
CCOc1ccc(NC(=O)CN(C)c2nnnn2-c2ccccc2)cc1OCC
→ -1, 6, -5%, 10%
O=C(C1=NNC2C(=O)N(c3ccccc3)C(=O)C12)c1nc(Cl)ccc1Cl (stereo not given)
→ nt, ?, 1%, nt
O=C(c1ccc([N+](=O)[O-])cc1)N(C1=NCCCCS1)c1ccccc1
→ ?, 9, 3%, -1%
COc1ccc(NC(=S)N2CCc3ccccc3C2)cc1
→ nt, -22, 2%, nt
CC(C)c1cc(C(N)=O)c(NC(=O)c2cccc(COc3ccc(Cl)cc3)c2)s1
→ ?, 16, -3%, 10%
COC(=O)c1ccc(C(=O)OC)c(NC(=O)CN(C)Cc2cccc(Cl)c2Cl)c1
→ nt, 7, 0%, nt
C/C(=N\NC(=O)CNC(=O)C(c1ccccc1)c1ccccc1)c1ccc(C)cc1
→ -7, 7, -5%, nt
CCOC(=O)C1CCN(C(=O)Nc2ccc3oc(C)nc3c2)CC1
→ 3, 14, -1%, 9%
Cc1cc(=O)n2[nH]c(C)c(-c3ccc(Cl)cc3)c2n1
→ -4, 20, 4%, -2%
CCN1CCCC1CNC(=O)C(=O)Nc1ccccc1OC (stereo not given)
→ -2, 26, 2%, 6%
O=C(O)c1oc2ccccc2c1CSc1ccccn1
→ -13, 14, -1%, -7%
O=C(CSc1nnc(-c2ccccc2)n1-c1ccc(Cl)cc1)N/N=C/c1ccco1
→ 2, ?, -5%, nt
O=C(N/N=C/c1ccc2c(c1)OCO2)c1cc(-c2ccncc2)nc2ccccc12
→ nt, -21, -1%, nt
CCc1nnc(NC(=O)C2CCC2)s1
→ 2, 8, 0%, -3%
COc1ccc(S(=O)(=O)N2CCOCC2)cc1C(=O)Nc1cc(C)on1
→ 0, 4, -1%, -1%
CSc1nc(N2CCOCC2)c2ccccc2n1
→ -5, ?, -3%, 5%
Cc1nc(Sc2cccn2C)c(C(F)(F)F)c(=O)[nH]1
→ 3, ?, 3%, -3%
CCNC(=S)N/N=C/c1ccco1
→ -5, -16, -1%, -7%
CCOc1ccccc1NC(=O)CSc1nc2c(c(=O)n1C)SC(C)C2 (stereo not given)
→ 3, -17, -4%, -2%
CCOc1cccc(-c2nc(C(N)=O)c3[nH]c(=O)n(-c4cccc(Cl)c4)c3n2)c1O
→ -7, 35, 1%, nt
FC(F)(F)c1nnc2sc(-c3ccccn3)nn12
→ -4[1.84 µM], 16, 4%, -18%[11.4 µM]
O=c1c2ccccc2nc(-c2ccc(Br)cc2)n1Cc1ccccc1
→ 13, 3, 3%, nt
CC12CCC3(CO)COC(c4ccccc4O1)C2C3 (stereo not given)
→ 1, -27, 1%, -1%
COC(=O)c1cc(C(=O)OC)cc(-n2c(C)cc(C(=O)COC(=O)CNS(=O)(=O)c3ccc(C)cc3)c2C)c1
→ nt, -25, -4%, nt
C=CCn1c(=O)c2ccccc2n2c(SC(C)C(=O)Nc3nc(-c4ccccc4)cs3)nnc12 (stereo not given)
→ nt, 10, -6%, nt
Cc1ccc(S(=O)(=O)Nc2cc(C(C)C)c(O)cc2C)cc1
→ -5, -14, -14%, -22%
Cc1cccc(C)c1NC(=O)N1CCC(n2cnc3ccccc32)CC1
→ -7, -17, -3%, 5%
COc1ccccc1Nc1nc(-c2sc(NC(=O)c3cccc(Cl)c3)nc2C)cs1
→ 1, 2, -7%, -9%
COC(=O)C(NC(=O)COc1ccccc1)(Nc1nc2c(s1)CCCC2)C(F)(F)F (stereo not given)
→ 20, -14, 0%, nt
c1ccc(-c2cn3c(n2)SCC3)cc1
→ 5, 101, -12%, nt
Cc1nn(-c2ccc(C(=O)O)cc2)c(N)c1-c1ccccc1
→ -8, 5, -2%, -8%
CCCS(=O)(=O)c1nnnn1-c1cccc(OC)c1
→ 17, -5, -3%, -12%
CS(=O)(=O)c1ccc(C2=C(c3ccccc3)C(=O)OC2)cc1
→ nt, nt, -1%, -3%
COC(=O)c1ccc(CSC2=NCCS2)cc1
→ nt, 20, 0%, nt
Cc1c(N=Cc2ccc(O)c(Br)c2)cccc1[N+](=O)[O-]
→ nt, ?, -3%, nt
COc1ccc(NC(=S)c2ccc(N(C)C)cc2)cc1
→ nt, ?, -4%, nt
Cc1c(NC(=O)CN2C(=O)c3ccccc3C2=O)c(=O)n(-c2ccccc2)n1C
→ -3, -26, -4%, 0%
CN(C)C(CNC(=O)c1cccs1)c1cccnc1 (stereo not given)
→ 14, -13, -3%, 3%
COc1ccc2nc(SCC(=O)Nc3ccccc3)[nH]c2c1
→ nt, -107*, -19%, nt
Cc1cc(C(F)F)nn1CC(=O)Nc1cc([N+](=O)[O-])ccc1F
→ nt, 32, -5%, nt
CCc1sc(C(=O)N2CCN(S(C)(=O)=O)CC2)cc1Br
→ -2[1.84 µM], 27, 0%, -15%[11.4 µM]
CCN(CC)S(=O)(=O)c1ccc(N2CCCCC2)c(C(=O)Nc2ccccc2N2CCOCC2)c1
→ 9, 14, -9%, -1%
Cc1ccccc1-n1c(SCC(=O)Nc2ccccc2)nc2nc3c(cc2c1=O)CCCC3
→ 1, -2, -5%, nt
COc1ccccc1C(=O)Nc1ccccn1
→ 16, 24, -2%, 2%
COCC(C)NC(=O)c1ccc(-n2nc(C(F)(F)F)cc2-c2cccs2)cc1 (stereo not given)
→ 2, ?, 8%, 5%
COc1ccc(NC(=S)Nc2ccc(OC)cc2OC)c(OC)c1
→ nt, 14, -3%, nt
O=[N+]([O-])c1cccc(-c2nc(NCc3ccccc3)c3ccccc3n2)c1
→ nt, 34, -1%, nt
CCCCn1c(=O)[nH]c(=O)c2c1nc(-c1ccc(-c3ccccc3Br)o1)n2CCOC
→ 2, 27, -10%, -23%
COc1ccc2nc(SCC(=O)Nc3ccc4sc(C)nc4c3)c(C#N)cc2c1
→ -4, ?, 0%, -7%
Cc1onc(-c2ccccc2)c1C(=O)N/N=C/c1ccc([N+](=O)[O-])s1
→ nt, 31, -10%, nt
CCOC1OC(=O)C(Cl)=C1Nc1ccccc1C (stereo not given)
→ -2, ?, 0%, nt
Cc1[nH]cnc1CSCc1ccc(F)cc1
→ nt, ?, -2%, nt
CCCN1C2=NS(=O)(=O)CCN2c2ccccc21
→ -10, ?, 4%, 3%
CCN=C1NN=C(c2ccc(C)cc2)CS1
→ -20, 32, -19%, 16%
O=C(CCN1CCOCC1)Nc1ccc2c(c1)CCC2
→ -3, 13, 3%, -1%[2.29 µM]
Cn1c(-n2c(CCN3C(=O)c4ccccc4C3=O)nc3ccccc3c2=O)nc2ccccc21
→ 11, 6, -5%, 23%
COc1ccc(N2C(=O)C(Cl)=C(N3CCCC3)C2=O)cc1
→ -9, ?, -4%, -2%
Cn1ncc(Br)c1C(=O)N1CCOCC1
→ nt, -10, -1%, nt
Cc1ccccc1NC(=O)c1cnc2ccccn2c1=O
→ 9, ?, -5%, 2%

Next section
Every second line gives: IMPase inh, PNC inhibitor, ALOX12 inhib, ALOX15B inhib
O=C1CC(c2cccnc2)c2cc3c(cc2N1)OCO3 (stereo not given)
→ ?, 23, 1%, nt
Cc1ccc(S(=O)(=O)Nc2c(C)n(C)n(-c3ccccc3)c2=O)cc1C(=O)NCc1ccccn1
→ -2, 45, 3%, -1%
CCCc1nc(SCC(=O)Nc2cc(Cl)ccc2OC)c2c(=O)n(C)c(=O)n(C)c2n1
→ 0, 22, 1%, -4%
CCOCC(=O)Nc1cccc(C(=O)OCC)c1
→ -5, -9, -6%, 2%
CCOC(=O)N1CCN(c2ccc(C(=O)c3cccc(F)c3)cc2)CC1
→ 13, 3, -14%, -1%
CCCCCCn1cnc2c(c1=O)c1nc3ccccc3nc1n2Cc1cccs1
→ 5, ?, -4%, 3%
O=c1c(/C=C(\O)c2ccccc2)nc2ccccc2n1-c1ccccc1
→ 1, 10, 5%, -6%
Cc1c(N=CC=Nc2c(C)n(C)n(-c3ccccc3)c2=O)c(=O)n(-c2ccccc2)n1C
→ 2, -13, -8%, -18%
O=C(NCc1ccc(Cl)cc1)C1=Cc2cc(Cl)ccc2OC1
→ 6, 8, -2%, -6%
CC(=O)Nc1ccc(C(=O)CSc2nc3ccccc3n2CC(=O)N2CCCC2)cc1
→ 4, 36, -4%, -19%
CCOC(=O)N1CCN(C(=O)Cn2ncc3ccccc32)CC1
→ -6, 5, 5%, 1%
O=C(N/N=C/c1ccncc1)c1nc(-c2ccccc2)n2c1CCCCC2
→ 18, 85, 6%, 6%
c1ccc(C(c2ccccc2)N2CC3(CCNCC3)C2)cc1
→ nt, nt, 3%, 48%[activator]
Cc1ccc(N2C(=O)NC(NC(=O)C3CC3)(C(F)(F)F)C2=O)cc1 (stereo not given)
→ nt, -100*, 3%, nt
CN(C(=O)COC(=O)c1c2c(nc3ccccc13)/C(=C/c1cccc([N+](=O)[O-])c1)CCC2)C1CCS(=O)(=O)C1 (stereo not given)
→ -4, -17, -1%, nt
Cc1cccc(N2C(=O)CS/C2=N\NC(=O)c2ccc(Br)cc2)c1C
→ nt, 8, -1%, nt
Cc1c(Cl)cccc1NC(=O)CCC(=O)NNC(=O)c1ccccc1
→ -1, 11, 2%, nt
CCN1C(=O)/C(=C/c2cccs2)SC1=Nc1ccc(OC)cc1
→ 6, 22, -9%, -4%
O=C(NCc1ccccc1Cl)C1CCC(CNc2c(N3CCCCC3)c(=O)c2=O)CC1 (stereo not given)
→ nt, 43, -1%, nt
O=S(=O)(NCC1CCCO1)c1cnc(Cl)c(Br)c1 (stereo not given)
→ nt, ?, 3%, nt
CCOC(=O)c1cnc(-n2nc(C)cc2C)nc1NNc1cc(-c2ccccc2)nc(C)n1
→ nt, 19, 2%, nt
CC(C)CCN(C(=O)Nc1ccccc1)C(C)c1cccs1 (stereo not given)
→ 8, -19, -1%, -17%
COc1ccc(C(=O)NCCCCCC(=O)N/N=C/c2ccco2)cc1OC
→ nt, 18, -2%, nt
COc1ccc(C2CC(c3ccc(Cl)c(Cl)c3)Nc3nc(N)nn32)cc1 (stereo not given)
→ 0, ?, 0%, 31%[activator]
COc1ccc(N/C=C(\C#N)c2ccc(OCCCF)cc2)cc1
→ 6, ?, 0%, -13%
CCOc1ccc2nc(NC(=O)/C=C/c3ccc4c(c3)OCO4)sc2c1
→ nt, ?, -1%, nt
Cc1ccc(S(=O)(=O)n2cnc3ccccc32)c(C)c1
→ -1, -10, 2%, -5%
CCc1nc(SCC(=O)Nc2cccc(C(F)(F)F)c2)c2c(=O)n(C)c(=O)n(C)c2n1
→ 4, ?, -3%, -4%
Clc1cc2c(c(CSC3=NCN(CC4CC4)CN3)c1)OCOC2
→ nt, nt, 0%[11.4 µM], -2%[11.4 µM]
O=C(CSc1ncnc2c1oc1ccccc12)N1CCc2ccccc2C1
→ 3, -12, -4%, -5%
Cn1c(=O)c2c(ncn2CC(=O)Nc2nc(-c3ccccc3Cl)cs2)n(C)c1=O
→ 0, 7, 2%, -7%
CS(=O)(=O)N1CCN(c2ccccc2NC(=O)Cc2ccc(Cl)cc2)CC1
→ 5, -25, -4%, -2%[2.29 µM]
COc1ccc(CSc2nnnn2Cc2ccccc2)cc1OC
→ -1, ?, 5%, -4%
O=C(CCCc1c[nH]c2ccccc12)N1CCCCCC1
→ 11, ?, -1%, -12%
O=C1/C(=C\c2ccco2)SC(=S)N1c1ccccc1
→ nt, -5, -26%, nt
O=C(CN1C(=O)c2ccccc2C1=O)NCCc1c[nH]c2ccc(Cl)cc12
→ nt, 18, -1%, nt
CC(C)c1nc2ccccn2c1NC1CCCCC1
→ 7, 20, -2%, 16%
Nc1cc2nsnc2cc1Br
→ ?, 34, -10%, -11%
O=C(Oc1cccnc1)c1cc2ccccc2oc1=O
→ 9, 14, 1%, -5%
Cn1c(SCC2CCCCC2)nnc1-c1ccncc1
→ -3, 39, 3%, -5%
CCOc1ccc(-n2c(SCc3ccc([N+](=O)[O-])cc3)nnc2-c2ccc(OC)cc2)cc1
→ nt, 27, -1%, nt
O=C(CSc1nc(O)cc(=O)n1-c1ccccc1)NCc1ccccc1
→ 5, 16, -3%, -1%
